Vif imaging: blocks HIV Vif function; HEK293T cells, Vif self-association by quenched fluorescence, imaging, 24 h; inhibition, % at 7.49 µM; hit rate 0.35% among 340,000; AID 602346; in the data active = inhibition above about 50%, passing the limit was not always enough; also: some results filed as inactive read as strong as hits
CaV13 FRET inh: Primary screen for inhibitors of IQ motif and Ca2+-dependent inactivation inhibitor domain binding in CACNA1D, Förster resonance energy transfer in living cells, … | inhibition, % at 12.3 µM | HEK cells, CFP/YFP FRET ICDI-IQ, plate reader, 10 min; percent FRET-ratio fall versus neutral wells | hit rate 0.098% among 340,000;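 active = mean replicate inhibition of at least 30% and at least 1% of replicates passing that level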;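 also: 0% = median of the neutral control wells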
MC4R antagonist: human MC4R antagonism in cAMP assay; P32245; MC4R-expressing cells, MTII-stimulated cAMP, LANCE TR-FRET; inhibition, % at 6.5 µM; hit rate 0.48% among 360,000; AID 540295;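 active = inhibition above its plate's cutoff, the mean of tested wells on that plate plus 3 SD, cut at about 29% in these data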;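 also: 0% = Melanotan II alone and 100% = Melanotan II plus saturating MCL0020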
Target sequence (P32245 whole entry, looked up): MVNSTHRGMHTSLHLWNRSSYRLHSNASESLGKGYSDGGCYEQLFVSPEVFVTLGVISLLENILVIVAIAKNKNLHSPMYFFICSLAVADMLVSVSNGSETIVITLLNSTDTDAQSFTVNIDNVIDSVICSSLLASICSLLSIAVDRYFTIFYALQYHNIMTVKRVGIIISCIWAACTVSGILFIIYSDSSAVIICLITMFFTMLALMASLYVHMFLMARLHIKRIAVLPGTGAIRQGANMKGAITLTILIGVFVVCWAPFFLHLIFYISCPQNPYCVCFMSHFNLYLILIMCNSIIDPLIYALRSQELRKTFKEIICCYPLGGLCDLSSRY
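System: U2OS-MC4R stable cell line; Technique: Eu-cAMP/anti-cAMP TR-FRET, emission 671 nm; Repeats: single well per compound; Also added: Melanotan II; Dosing: one concentration, 6.5 µM nominal; Schedule: 30-min compound, 1-h challenge, 1-h detection, room temperature.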
H9c2 protect: modulators protecting cardiomyocytes from myocardial damage; H9c2 cardiomyocytes, H2O2 injury protection, ATPLite, 2 h; protection from H2O2 cell death, % at 20 µM; hit rate 0.63% among 360,000;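 active = compounds giving at least 50% protection of heart cells from peroxide-induced death in the single-dose screen, raw or plate-pattern-corrected value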;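 also: 0% = DMSO wells with peroxide and 100% = DMSO wells without peroxide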
Glyco luc inh: blocks N-linked glycosylation in D54 reporter cells | D54 ERlucT glycosylation luciferase reporter, 24 h; percent of 100 nM tunicamycin response | reporter increase, % at 12.5 µM | hit rate 0.23% among 360,000;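 active = mean luciferase reporter signal, scaled so untreated is 0 and the glycosylation-blocking control 100, at or above a set limit in every replicate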;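 also: luciferase carries N-glycosylation sites so blocking glycosylation raises the light; 0% = median of neutral control wells and 100% = median of 100 nM tunicamycin wells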
aDG glyco up: increases alpha dystroglycan glycosylation | activation, % at 10 µM | AID 624168 | Pro5-aDG cells, alpha-DG glycosylation AlphaScreen (IIH6); 0% Pro5, 100% B10-LARGE cell signal | hit rate 0.22% among 360,000;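 active = activation of at least 8% versus controls, or a plate z-score of at least 8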;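 also: Pro5 are CHO cells carrying HIG-tagged alpha-DG that lacks glycosylation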
ABCB6 inh 2: human ABCB6 transporter inhibition. fluorescence ratio to DMSO, % at 10 µM. K562-ABCB6 porphyrin accumulation, flow cytometry, 1 h; active compounds read low. AID 602162. Q9NP58. hit rate 0.19% among 360,000;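 active = fluorescence ratio to DMSO below 75%, the collection mean minus 3 SD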;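 also: signal is porphyrin accumulated inside mitochondria; 100% equals median channel fluorescence of DMSO control wells; lower ratio means ABCB6 inhibition with less porphyrin fluorescence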
m5-HT2A agonist: mouse HTR2A agonism via beta-arrestin recruitment. P35363. CHO-K1 mHTR2A beta-arrestin complementation, luminescence; percent of 30 µM serotonin response. activation, % at 7.6 µM. hit rate 0.66% among 360,000. AID 624169;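 active = activation above a run cutoff, the mean activation of all tested compounds plus 3 SD, cut at about 14% in these data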;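 also: 0% = plate median of compound wells and 100% = 30 µM serotonin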
Target sequence (P35363 whole entry, looked up): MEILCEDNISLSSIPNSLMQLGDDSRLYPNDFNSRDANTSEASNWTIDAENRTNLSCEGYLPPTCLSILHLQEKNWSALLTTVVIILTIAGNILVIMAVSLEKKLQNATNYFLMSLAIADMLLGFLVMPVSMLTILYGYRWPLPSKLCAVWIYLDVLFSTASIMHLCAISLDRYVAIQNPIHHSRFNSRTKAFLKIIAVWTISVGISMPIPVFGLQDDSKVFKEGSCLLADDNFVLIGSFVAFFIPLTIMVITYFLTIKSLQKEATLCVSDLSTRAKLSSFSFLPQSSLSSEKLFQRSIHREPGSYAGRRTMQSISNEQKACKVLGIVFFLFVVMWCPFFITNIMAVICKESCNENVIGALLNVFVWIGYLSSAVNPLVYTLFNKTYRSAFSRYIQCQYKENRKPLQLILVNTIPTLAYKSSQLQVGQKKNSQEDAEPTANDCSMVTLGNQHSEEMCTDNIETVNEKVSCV
PDI turbidity: blocks human protein disulfide isomerase activity | P07237 | hit rate 0.052% among 350,000 | AID 588391 | PDI insulin aggregation turbidity, A650, 90 min | inhibition, % at 10 µM;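 active = mean inhibition across replicates of 30% or more, whatever share of single replicates reach that level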;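 also: absorbance from insulin aggregation driven by PDI reduction with DTT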
MC4R barr agon: human MC4R agonism via beta-arrestin | U2OS MC4R beta-arrestin complementation, luminescence; percent of melanotan II response, DMSO zero | activation, % at 8.9 µM | hit rate 0.98% among 360,000 | P32245;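 active = activation above a per-plate cutoff, the mean activation of sample wells on that plate plus 3 SD, cut at about 8% in these data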
Active calls of the source: *; . = no result given.

Every second line gives: Vif imaging, PDI turbidity, H9c2 protect, aDG glyco up, MC4R barr agon, m5-HT2A agonist, MC4R antagonist, Glyco luc inh, CaV13 FRET inh, ABCB6 inh 2
Cc1ccc(NC(=O)CN(C)C(=O)c2cccc(Br)c2)cc1
→ 2.2, 5.4, -2.7, -0.1, -2.0, 4.8, 7.2, 1.0, -4.8, 104.0
CCCCC(C(=O)OCC)C(N)Cc1ccc(F)cc1 (centres undefined)
→ -0.7, 3.6, -4.6, 0.4, 0.0, -1.3, 2.1, -1.3, -5.4, 92.0
CCc1ccccc1SCc1noc(C(=O)NCC2CCCO2)c1C(=O)O (centres undefined)
→ 3.2, -2.3, -1.8, -0.2, 0.1, 4.8, 6.2, -0.4, -5.1, 101.0
Cc1ccc(-n2ccc(=O)c(C(=O)Nc3ccc(S(=O)(=O)Nc4nccc(C)n4)cc3)n2)cc1
→ -0.7, -14.0, 2.5, -0.1, -0.2, 6.8, -1.4, 0.4, -6.4, 105.0
CC1(C)Cc2c(c(N3CCOCC3)nc3snc(NC(=O)c4ccccc4)c23)CO1
→ ., 5.2, 10.2, -0.2, 0.9, 0.3, 5.3, -0.9, ., 96.0
COC(=O)C1=C(Nc2ccc(C)cc2)C=C(C)C(C(=O)OC)C1c1ccc(F)cc1 (centres undefined)
→ 3.8, 8.0, -5.6, -0.2, 0.6, -1.9, 14.1, 7.6, -3.7, 98.0
O=C(O)c1cccn1Cc1ccccc1F
→ 3.7, 10.4, 4.8, -0.1, 1.1, 0.6, 12.9, 0.3, -4.6, 108.0
Clc1ccc2nc(CSc3ncn[nH]3)cn2c1
→ 5.4, -3.2, -3.9, -0.1, -0.7, 1.7, 11.4, -1.9, -1.6, 99.0
Brc1ccccc1/C=N/N1CCCCC1
→ 16.1, -2.0, 2.7, 0.0, -2.2, -3.2, 12.9, 2.8, -3.2, 102.0
CCC1CCCCN1CCCNC(=O)Cn1nc(C)n2nc(-c3ccccc3)cc2c1=O (centres undefined)
→ 10.8, 1.3, -0.2, 0.5, -1.4, -5.5, 5.2, -1.2, -2.0, 101.0
O=C(Oc1cccc2cccnc12)c1cccs1
→ 5.3, -3.2, 7.9, 0.8, 1.3, -2.9, -4.4, 0.8, ., 100.0
O=C1[C@@H]2Cc3c([nH]c4ccccc34)C(c3ccccc3)N2C(=O)CN1C1CC1 (some centres undefined)
→ 0.9, -2.9, 7.4, 0.1, 0.4, -1.7, 6.1, 0.9, -4.1, 103.0
CC(C)C(NC(=O)OCc1ccccc1)C(=O)OCC(=O)N1C(C)CCCC1C (centres undefined)
→ -6.8, -8.2, -1.5, 0.2, -2.3, 0.3, 8.6, -1.3, ., 103.0
CCCNC(=O)N1CCC(C(=O)c2cccc(F)c2)CC1
→ ., 7.1, 3.2, 0.0, 1.3, 0.0, -1.1, -1.5, -4.4, 92.0
Cc1cccc(C)c1NC(=O)Cn1c(=O)c(N2CCCCC2)c(N)n(C)c1=O
→ 20.7, -1.2, -1.1, 0.2, -1.2, -4.8, 2.2, -0.1, -7.6, 105.0
CN(C(=O)COC(=O)C12CC3CC(CC(Cl)(C3)C1)C2)C1(C#N)CCCCC1
→ 0.6, 0.1, -10.8, -0.2, -0.6, -2.0, 5.5, -2.5, -2.1, 95.0
O=S(=O)(c1ccc(Br)cc1)n1ccc2ccccc21
→ -15.0, -0.9, -23.2, -0.1, -0.2, -4.6, 4.3, -4.4, -4.7, 98.0
CC(C)(C)c1[nH]nc2c1C(Cc1ccccc1)C(C#N)=C(N)O2 (centres undefined)
→ -4.4, 16.7, -6.1, 0.2, -0.6, 5.5, 5.2, 6.3, ., 96.0
O=C(c1cnc(Cc2c[nH]c3ccccc23)c(I)c1)N1CCCCC1
→ -10.8, 3.3, -9.6, -0.2, 1.8, -2.2, 10.4, -5.2, -6.0, 95.0
O=C(COC(=O)c1ccccc1)Nc1ccccc1Br
→ -1.0, -59.5, 5.6, -0.4, -0.7, 1.3, -4.0, 0.0, -3.3, 94.0

Quoted from the listing:
Result of O=C(COC(=O)c1ccccc1)Nc1ccccc1Br under ABCB6 inh 2: 94.0
Result of O=C(c1cnc(Cc2c[nH]c3ccccc23)c(I)c1)N1CCCCC1 under PDI turbidity: 3.3

(list continues)
Every second line gives: Vif imaging, PDI turbidity, H9c2 protect, aDG glyco up, MC4R barr agon, m5-HT2A agonist, MC4R antagonist, Glyco luc inh, CaV13 FRET inh, ABCB6 inh 2
O=c1cc(CSc2nnc(COc3ccccc3)o2)c2ccccc2[nH]1
→ 1.1, -1.2, -2.0, -0.1, 1.7, -4.2, -10.2, -1.5, -3.2, 92.0
COc1ccc(C/C(C)=N\NC(=O)c2cn(C)c3ccccc23)cc1OC
→ -1.9, 4.2, 13.0, -0.1, -2.8, -6.3, 8.5, -0.9, -12.2, 99.0
CCCOc1ccc(-c2c(C(=O)N/N=C/c3cccs3)nnn2-c2nonc2N)cc1
→ -7.8, 1.7, 3.1, -0.1, -4.7, -1.8, 9.1, 4.8, ., 92.0
CCCCn1c(N)c(-c2nc3ccccc3o2)c2c([N+](=O)[O-])nn(CC)c(=O)c21
→ -1.4, 0.8, 1.5, -0.5, 2.7, -0.3, 8.2, 0.6, -2.3, 96.0
CC(=O)Nc1ccc2c(c1)OCCO2
→ 1.4, -2.9, 9.2, 0.2, 2.0, 4.7, 6.7, -1.1, ., 93.0
S=C(Nc1ccccc1)Nc1ccccc1Br
→ -1.9, 1.1, -5.6, 0.0, -0.7, 7.3, 10.4, 1.0, -2.3, 92.0
CC(C)(C)CN1C(=O)C(=O)NC[C@H]1Cc1ccc(O)cc1
→ 0.7, 5.7, 3.4, 0.2, -0.4, 2.8, 1.3, 3.2, -4.3, 102.0
COc1ccc(OC(=O)N2C/C(=C/c3ccccc3)C(=O)/C(=C\c3ccccc3)C2)cc1
→ 26.1, 7.0, -6.8, -0.5, -1.0, 5.1, 33.0*, 18.1, -5.8, 98.0
O=C(NCCOc1ccc2ccccc2c1)c1cncc(Br)c1
→ 5.4, -1.2, -5.1, 0.1, -0.1, -5.6, 5.8, -0.6, -0.7, 97.0
C[C@@]12CCC=C[C@H]1[C@H](c1ccc(C(F)(F)F)cc1)N(Cc1ccccc1)C2=O
→ 2.0, -2.4, -8.3, 0.3, 0.3, 2.6, 2.5, -2.7, -7.2, 104.0
CC[C@H](C)Cc1cn([C@@H](CCCCN)C(=O)NCCCCCCCCCCC(=O)N2CCNCC2)nn1
→ ., -7.5, -0.7, 0.0, 0.5, -0.2, 8.9, 2.6, -4.9, 112.0
Cc1ccn(CCC(=O)N2c3ccccc3CC2C)n1 (centres undefined)
→ -3.9, -4.8, 3.6, -0.6, -2.6, -0.9, 5.2, 0.2, -4.5, 105.0
Cc1noc(C)c1S(=O)(=O)Nc1ccc(C(=O)NCc2ccccc2)cc1
→ 15.0, 0.7, 7.8, -0.1, -0.4, -3.2, -0.3, 0.9, -3.6, 103.0
COc1ccc(N2CCN(CC(=O)NCc3ccccc3)CC2)cc1
→ 1.8, 0.7, -1.5, 0.2, -1.9, -1.8, 1.2, 1.6, 2.6, 93.0
Cc1nc(SC(C)C(=O)NCc2ccc3c(c2)OCO3)nc(C)c1C (centres undefined)
→ 1.7, 19.3, -0.4, -0.1, 0.0, 9.8, -3.7, 0.1, -6.7, 101.0
Cn1c(Cn2c(=O)sc3ccccc32)nnc1SCC(=O)N1CCc2ccccc21
→ 0.9, ., 5.9, -0.1, -0.5, 0.4, 11.1, 0.2, -0.9, 97.0
CCCNC(=O)C1(C)CCN(C(=O)c2ccccc2OC(F)(F)F)C1 (centres undefined)
→ 15.1, 12.9, -3.0, -0.1, 0.4, -0.1, 5.0, 4.8, -5.5, 102.0
Cc1ccccc1NC(=O)Cc1nc(COC(=O)COc2cccc(C)c2C)cs1
→ 14.0, 9.1, -5.8, -0.2, -2.0, 14.6*, -7.8, 0.5, -5.3, 96.0
CCOC(=O)CSc1nc2ccc(Nc3nc(N4CCOCC4)nc(N4CCOCC4)n3)cc2s1
→ -10.7, 0.3, 27.4, -0.2, -1.1, 2.7, 29.6*, -1.6, -5.4, 96.0
COC(=O)c1cc2sccc2n1CC(=O)N(C)c1ccccc1
→ 3.6, 8.0, -1.1, -0.1, -2.7, 0.5, -5.8, -1.8, -4.9, 102.0
Cc1nn(-c2ccccc2)c(C)c1/C=N/NC(=O)c1ccccc1NS(=O)(=O)c1cccs1
→ ., 2.2, -3.6, 0.1, -1.8, -1.2, 5.8, -0.2, -2.5, 100.0
Clc1ccc(-c2cnc3ccccc3n2)cc1
→ 2.0, -1.0, -4.8, -0.1, -0.3, 0.5, 7.5, -2.5, -5.6, 95.0
CCN(C(=O)CN1CCC(C(=O)OC)CC1)c1c(N)n(Cc2ccccc2)c(=O)[nH]c1=O
→ ., -3.6, 8.7, 0.4, 0.6, 1.4, 5.8, 1.5, -1.7, 101.0
Cc1sc2ncnc(N3CCC(C(=O)NNC(=O)c4ccc(Cl)cc4)CC3)c2c1C
→ -9.1, 0.7, -5.3, -0.3, -2.9, -6.4, -1.5, -1.7, -2.9, 91.0
CCCCNC(=O)OCC(CC)NC(=O)OC(C)C (centres undefined)
→ -10.7, 0.2, -1.3, -0.1, -0.8, 10.6, 7.0, -1.0, -1.4, 89.0
O=C(CSc1nnc2ccccn12)Nc1ccccc1C(=O)O
→ -1.1, 1.8, 2.7, -0.1, -0.1, 6.2, 5.2, 1.2, -4.3, 105.0
Cc1noc(C)c1C(=O)Nc1cccc(S(=O)(=O)N2CCOCC2)c1
→ 3.7, -1.4, -1.9, -0.5, -1.6, -0.2, 2.9, -1.3, -2.7, 93.0
Cc1ccc(N(C(=O)c2cnccn2)C(C(=O)NC2CCCCC2)c2ccc(O)cc2)cc1 (centres undefined)
→ 1.6, -6.1, 3.8, 0.3, -0.2, -2.0, 6.5, -3.8, -3.9, 100.0

Screens deposited in PubChem by several laboratories.
